Assay outcomes as filed in PubChem.
CRFBP-R2 agonist – agonists of CRF-BP/CRF-R2 complex, primary screen, cell-based, HEK293, calcium dye fluorescence, uHTS. calcium dye fluorescence (FLIPR); percent of saturating CRF peptide response. 350,000 compounds, 0.46% hits. activation, % at 13.2 µM. AID 588473, 2011;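 active = activation of at least 50%, plus an integration ratio under a set limit after plate pattern correction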;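 note: plate controls were neutral control wells without compound for no effect and CRF at EC100 for full effect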
M4 PAM – human M4 muscarinic receptor positive allosteric modulators, primary screen, CHO-K1 cells, Fluo-8 calcium fluorescence; CHO-K1 hM4/Gqi5, ACh EC20; 0% = ACh EC20, 100% = maximal ACh; 360,000 compounds, 0.4% hits; AID 624126, 2012; activation, % at 3 µM;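 active = activation above its plate's cutoff, the mean activation of sample wells plus 3 SD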; note: some results filed as inactive read as strong as hits
CHRM1 PAM – human M1 muscarinic receptor positive allosteric modulators, primary screen, CHO-K1 cells, Fluo-8 calcium fluorescence, 1536-well; CHO-K1 hM1, ACh EC20; 0% = ACh EC20, 100% = maximal ACh; activation, % at 3 µM; AID 588819, 2011; 360,000 compounds, 0.088% hits; in the data active = activation above about 19%, passing the limit was not always enough
Target sequence (P11229 whole entry, looked up): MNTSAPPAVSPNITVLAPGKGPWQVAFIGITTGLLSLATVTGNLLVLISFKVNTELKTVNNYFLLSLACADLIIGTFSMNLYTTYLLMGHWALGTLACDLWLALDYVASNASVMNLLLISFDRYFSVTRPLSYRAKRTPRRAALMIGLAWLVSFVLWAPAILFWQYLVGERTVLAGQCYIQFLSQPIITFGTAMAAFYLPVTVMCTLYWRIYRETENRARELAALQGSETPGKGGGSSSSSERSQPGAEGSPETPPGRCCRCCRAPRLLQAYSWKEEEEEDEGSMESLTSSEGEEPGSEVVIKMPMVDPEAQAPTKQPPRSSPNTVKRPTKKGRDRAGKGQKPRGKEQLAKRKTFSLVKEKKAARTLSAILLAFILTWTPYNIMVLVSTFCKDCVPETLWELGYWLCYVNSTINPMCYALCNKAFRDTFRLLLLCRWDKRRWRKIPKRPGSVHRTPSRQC
M5 ag – human M5 muscarinic receptor agonists, primary screen, CHO-K1 cells, Fluo-8 calcium fluorescence. activation, % at 3 µM. Muscarinic acetylcholine receptor M5 (Homo sapiens), P08912. 360,000 compounds, 0.19% hits. CHO-K1 hM5 cells; 0% DMSO wells, 100% maximal acetylcholine response;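 active = activation above the run's mean over test compounds plus 3 SD, cut at about 23% in these data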;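 note: signal is peak over basal fluorescence ratio across the kinetic read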
Target sequence (P08912 whole entry, looked up): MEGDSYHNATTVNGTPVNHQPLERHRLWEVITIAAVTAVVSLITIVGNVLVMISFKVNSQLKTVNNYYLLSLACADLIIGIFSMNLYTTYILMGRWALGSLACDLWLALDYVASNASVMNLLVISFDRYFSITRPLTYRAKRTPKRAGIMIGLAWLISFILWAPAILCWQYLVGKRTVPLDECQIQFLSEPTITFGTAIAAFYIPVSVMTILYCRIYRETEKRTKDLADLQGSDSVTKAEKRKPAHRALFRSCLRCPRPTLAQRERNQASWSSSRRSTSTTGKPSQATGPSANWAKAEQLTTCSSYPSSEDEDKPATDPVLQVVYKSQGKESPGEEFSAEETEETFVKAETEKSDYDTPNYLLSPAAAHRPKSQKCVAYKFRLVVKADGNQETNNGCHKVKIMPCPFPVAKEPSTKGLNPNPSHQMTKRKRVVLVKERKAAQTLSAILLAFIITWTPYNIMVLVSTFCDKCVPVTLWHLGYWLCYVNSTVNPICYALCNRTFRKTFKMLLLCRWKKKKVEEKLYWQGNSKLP
CHRM5 antagonist – human M5 muscarinic receptor antagonists, primary screen, CHO cells, Fluo-8 calcium fluorescence | 360,000 compounds, 0.59% hits | inhibition, % at 3 µM | CHO-hM5 cells, ACh EC80 | AID 624040, 2012;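 active = inhibition above a per-plate cutoff, the mean of that plate's test compounds plus 3 SD, cut at about 27% in these data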;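 note: 0% = acetylcholine EC80 with DMSO and 100% = DMSO without agonist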
CHRM4 agonist – human M4 muscarinic receptor agonists, primary screen, CHO-K1 cells, Fluo-8 calcium fluorescence; Muscarinic acetylcholine receptor M4 (Homo sapiens), P08173; CHO-K1 hM4/Gqi5; vehicle 0%, full acetylcholine response 100%; activation, % at 3 µM; 360,000 compounds, 0.14% hits;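 active = activation above the run mean over all test wells plus 3 SD, cut at about 32% in these data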;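 note: peak over basal fluorescence ratio per well then scaled between controls; 0% = DMSO wells and 100% = acetylcholine at EC100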
M1 antag – human M1 muscarinic receptor antagonists, primary screen, CHO-K1 cells, Fluo-8 calcium fluorescence, 1536-well | Muscarinic acetylcholine receptor M1 (Homo sapiens), P11229 | CHO-K1 hM1, ACh EC80 antagonist | inhibition, % at 3 µM | 360,000 compounds, 1.3% hits | AID 588852, 2011;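 active = percent inhibition above its own plate's cutoff, namely the mean of that plate's compound wells plus 3 SD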;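 note: peak over basal fluorescence ratio during 140 s after agonist addition; 0% = ACh EC80 plus DMSO and 100% = DMSO alone without agonist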
CHRM5 PAM – human M5 muscarinic receptor positive allosteric modulators, primary screen, CHO-K1 cells, Fluo-8 calcium fluorescence | 360,000 compounds, 0.3% hits | Muscarinic acetylcholine receptor M5 (Homo sapiens), P08912 | activation, % at 3 µM | CHO-K1 hM5, ACh EC20 PAM; 0% = ACh EC20, 100% = ACh EC100;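 active = activation above the run cutoff, the mean activation of all test compounds plus 3 SD, cut at about 18% in these data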
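Assay system: CHO-K1 hM5 cells. Also added: acetylcholine at EC20 concentration, added after compound. Dosing: 3 µM, single dose. Times: compound preincubation 140 s before EC20 acetylcholine addition. Signal: Fluo-8 calcium fluorescence. Measure: % activation relative to EC20 and EC100 ACh responses. Repeats: singlicate, one well per test compound.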
M4 antag – human M4 muscarinic receptor antagonists, primary screen, CHO cells, Fluo-8 calcium fluorescence; CHO-hM4 cells, ACh EC80; inhibition, % at 3 µM; 360,000 compounds, 0.73% hits;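 active = inhibition above its plate's cutoff, the mean inhibition of sample wells plus 3 SD, cut at about 27% in these data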;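 note: 0% = acetylcholine EC80 with DMSO and 100% = DMSO without agonist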
* marks the source's active call; other numbers are inactive results; . = no result given.

SMILES	CRFBP-R2 agonist	M4 PAM	CHRM1 PAM	M5 ag	CHRM5 antagonist	CHRM4 agonist	M1 antag	CHRM5 PAM	M4 antag
O=C(c1ccco1)N1CCN(C(=O)c2ccccc2[N+](=O)[O-])CC1	-1.5	9.0	9.8	0.1	-1.0	2.4	-21.8	9.0	-2.6
COc1ccc(C(C(=O)NC2CCCC2)N(C(=O)c2ccco2)c2ccc3c(c2)OCO3)cc1OC (centres undefined)	-3.4	14.3	8.3	-2.1	1.2	3.0	-5.9	6.5	-2.7
COc1ccc(NC(=O)N(C)C[C@H]2OCc3cnnn3CCCC(=O)N([C@H](C)CO)C[C@@H]2C)cc1	13.7	3.3	16.2	0.9	6.5	0.7	-15.3	-1.7	-18.5
CCSc1nnc(NC(=O)Cc2cccc(OC)c2)s1	-1.7	9.8	5.8	-3.4	-2.6	0.0	-24.2	1.3	-8.0
c1ccc(-c2nc3c4ccccc4ccn3c2Cc2ccsc2)cc1	.	0.4	-6.2	0.0	5.0	-1.3	-18.1	-3.5	-5.0
COC(=O)c1ccc(/C=N/N2CCN(Cc3ccccc3Cl)CC2)cc1	-0.8	1.2	-4.9	-2.3	6.8	0.9	-0.2	-4.3	7.1
CCOC(=O)c1c(-c2ccccc2)oc2cc(CN(C)C)c(O)c(CN(C)C)c12	7.9	-5.1	-2.4	-9.0	-3.0	4.4	9.9	0.9	14.6
C/C(Nc1cccc(F)c1)=C(/C#N)C(N)=O	0.5	3.2	-2.6	-2.2	-0.4	0.5	-14.3	-2.8	2.8
N#CCSc1nc(-c2ccccc2)cs1	-4.1	8.1	-2.7	-7.5	-2.9	-1.0	-7.2	4.1	-7.0
COc1ccc(CCNC(=O)C2(C)CCC(=O)N2Cc2ccc(C)cc2)cc1OC (centres undefined)	1.7	-3.1	14.2	-3.8	2.4	0.3	-10.1	-0.3	-4.7
Cc1c(NC(=O)c2ccc(S(=O)(=O)Nc3ccccc3F)cc2)c(=O)n(-c2ccccc2)n1C	-4.4	-0.7	-22.0	-7.3	11.5	1.7	34.8*	-0.6	19.1
Cc1cc(=O)[nH]c2c1c(C)nn2C1CCCC1	-4.1	-0.8	3.3	-3.0	-4.3	-0.9	-2.9	5.0	-0.5
O=S(=O)(Nc1cccc2[nH]ncc12)c1cccs1	3.8	11.9	16.5	-1.3	-9.8	1.7	-7.4	-0.5	-12.6
CCCCCc1ccc(-c2cn(CN3C(=O)c4ccccc4C3=O)nn2)cc1	4.2	5.2	22.4	3.7	13.3	1.5	-5.9	-6.1	0.0
Cc1cccc(C(=O)Oc2csc(=S)n2C(=O)c2cccc(C)c2)c1	-1.2	-7.7	2.3	-3.9	4.5	0.3	5.3	-1.8	14.5
COCCN1C(=O)Cc2c1nc(N)c1c(N)nc(N3CCN(c4ccc(F)cc4)CC3)c(C#N)c21	-0.2	-26.7	-3.7	2.5	16.8	11.5	10.2	-20.0	5.9
CCOc1ccc(N2C(=O)Cc3ccccc3C2=O)cc1	-0.2	3.3	9.2	-0.8	13.1	0.0	-13.0	-1.3	-6.5
CCOc1cccc(OCCOCCOc2ccccc2C(C)=O)c1	0.2	-0.8	7.8	-3.9	8.4	1.7	-5.4	-12.2	6.0
CCN1CCN(CCNC(=O)Cn2c(=O)c3cccn3c3ccc(F)cc32)CC1	-0.1	3.1	5.9	-2.5	3.8	-1.2	-8.5	5.1	4.8
Nc1nc(SCc2ccc(Cl)c(Cl)c2)n[nH]1	-0.9	9.1	1.0	-0.1	-11.6	3.5	-4.2	3.7	-16.2
COc1cccc(C2C(C#N)=C(N)Oc3c2oc(CO)cc3=O)c1OC (centres undefined)	-1.0	-0.8	4.4	0.9	1.1	0.5	-6.5	1.9	6.5
COc1ccc(NC(=O)C2(C)CCN2Cc2ccccc2OC(F)F)cc1OC (centres undefined)	.	-1.8	-5.5	0.2	0.6	10.7	-10.9	-7.8	-20.0
COCCn1c(Cc2ccccc2)nnc1SCc1nc2ccccc2c(=O)[nH]1	0.3	-1.6	7.3	1.5	3.2	0.5	-25.6	-7.1	-5.3
CCc1nc2c(OCCC3CCCCC3)cccn2c1N(C)C(=O)c1cccs1	.	-8.4	-12.3	-3.2	-1.4	-2.4	8.3	-7.3	9.7

Filtered by structure, the entries above with four or more nitrogen atoms.
SMILES	CRFBP-R2 agonist	M4 PAM	CHRM1 PAM	M5 ag	CHRM5 antagonist	CHRM4 agonist	M1 antag	CHRM5 PAM	M4 antag
COc1ccc(NC(=O)N(C)C[C@H]2OCc3cnnn3CCCC(=O)N([C@H](C)CO)C[C@@H]2C)cc1	13.7	3.3	16.2	0.9	6.5	0.7	-15.3	-1.7	-18.5
Cc1c(NC(=O)c2ccc(S(=O)(=O)Nc3ccccc3F)cc2)c(=O)n(-c2ccccc2)n1C	-4.4	-0.7	-22.0	-7.3	11.5	1.7	34.8*	-0.6	19.1
CCCCCc1ccc(-c2cn(CN3C(=O)c4ccccc4C3=O)nn2)cc1	4.2	5.2	22.4	3.7	13.3	1.5	-5.9	-6.1	0.0
COCCN1C(=O)Cc2c1nc(N)c1c(N)nc(N3CCN(c4ccc(F)cc4)CC3)c(C#N)c21	-0.2	-26.7	-3.7	2.5	16.8	11.5	10.2	-20.0	5.9
CCN1CCN(CCNC(=O)Cn2c(=O)c3cccn3c3ccc(F)cc32)CC1	-0.1	3.1	5.9	-2.5	3.8	-1.2	-8.5	5.1	4.8
Nc1nc(SCc2ccc(Cl)c(Cl)c2)n[nH]1	-0.9	9.1	1.0	-0.1	-11.6	3.5	-4.2	3.7	-16.2
COCCn1c(Cc2ccccc2)nnc1SCc1nc2ccccc2c(=O)[nH]1	0.3	-1.6	7.3	1.5	3.2	0.5	-25.6	-7.1	-5.3

(listing goes on)
SMILES	CRFBP-R2 agonist	M4 PAM	CHRM1 PAM	M5 ag	CHRM5 antagonist	CHRM4 agonist	M1 antag	CHRM5 PAM	M4 antag
COC(=O)c1cccc(NC(=S)NCc2ccc(Cl)cc2)c1	6.9	-6.2	-4.5	14.0	13.5	15.8	10.2	-8.6	5.6
COc1ccc(-c2cc(CCCC(=O)N3CCN(c4ccc(OC)cc4)CC3)no2)cc1	0.3	-10.4	-14.2	4.2	1.6	9.4	21.8	-11.1	-4.4
CCOc1ccc(NC(=O)C2CCC(CNc3c(N4CCC(C)CC4)c(=O)c3=O)CC2)cc1 (centres undefined)	-0.2	2.1	4.1	1.3	3.5	0.1	-5.8	-1.6	3.2
O=C1NCCN1CCN1C(=O)c2ccccc2NC1c1ccccc1 (centres undefined)	1.2	-9.3	3.4	1.2	-2.2	0.4	-3.9	-2.4	0.8
Nc1nc(Cl)cc(=O)n1Cc1ccc(Cl)cc1	-4.6	-0.1	9.1	-0.6	1.4	0.7	-16.6	10.7	-11.2
CCc1ccc(N2CC(C(=O)OCC(=O)N(CC)c3c(N)n(Cc4ccccc4)c(=O)[nH]c3=O)CC2=O)cc1 (centres undefined)	-1.1	-5.0	8.4	2.0	-1.1	27.5	-0.4	8.9	2.1
COc1ccc(NC(=O)Cn2c(=O)oc3cc(S(=O)(=O)N4CCCC4)ccc32)cc1	5.5	1.9	2.1	3.1	-3.6	6.8	-4.5	-6.9	-21.1
CCN(CC)CCCOc1ccc(C)cc1Br	0.1	0.0	-0.4	-11.1	7.3	0.4	-17.6	-0.2	1.4
C/C=C/C(=O)N1CC2(CC(c3cccc(NC(=O)CC)c3)=NO2)C[C@H]1C(N)=O (some centres undefined)	1.2	9.6	13.6	2.8	1.8	1.1	3.9	0.5	2.8
Cc1ncc(CO)c(CO)c1OCC(O)CN1CCN(c2ccc(F)cc2)CC1 (centres undefined)	.	-4.0	5.1	0.1	0.9	0.9	-6.4	-6.6	7.3
O=C(N/N=C/c1ccc([N+](=O)[O-])cc1)c1cccnc1	-0.8	-4.5	5.4	-0.1	3.6	0.8	-8.1	0.3	0.5
O=C(CSc1ccccc1)N1CCN(c2ccccc2)CC1	0.5	2.5	2.6	-2.4	10.8	1.1	-23.3	3.5	-3.4
O=c1c(Cl)c(N2CCN(S(=O)(=O)c3ccc(F)cc3)CC2)cnn1-c1cccc(Cl)c1	1.0	-2.5	2.5	-1.0	5.6	0.3	-5.4	-6.8	2.8
Cc1noc(C)c1NC(=O)NC(c1ccccc1)c1ccccc1	-0.3	-10.3	18.2	-1.0	11.4	0.5	-9.8	-1.9	-1.0
CC(C)CCn1cnc2c1c(=O)n(C)c(=O)n2C	0.5	4.3	1.5	-1.0	-0.2	1.0	-10.6	1.8	0.6
Cc1ccc(C(=O)NC2CCSC2=O)cc1 (centres undefined)	3.2	4.5	7.6	-2.7	-0.8	1.5	-18.2	2.5	-29.9
CCOc1ccc(Cn2c3ccc(OC)cc3c3nc4ccccc4nc32)cc1OC	21.3	-3.8	-4.2	0.7	0.9	-0.3	5.8	-3.8	4.6
COCCN(C(=O)COC(=O)c1ccc(C)s1)c1c(N)n(Cc2ccccc2)c(=O)[nH]c1=O	-0.1	4.5	4.2	0.1	18.8	1.2	-3.9	-3.3	5.2
O=C(Nc1ccccc1C(F)(F)F)N1CCCC(O)C1 (centres undefined)	-0.7	4.9	8.9	-0.7	-2.9	1.0	-9.7	5.0	6.1
COc1ccc(Oc2nc(-c3ccccn3)nc3ccccc23)cc1	-1.5	-1.1	3.4	-5.0	17.8	1.1	-1.4	-10.9	1.3
CCCNC(=O)OCCC12CC3CC(CC(C3)C1)C2	0.3	-3.6	-3.9	-1.7	-1.9	-1.5	-4.1	0.6	-3.3
COc1ccc(CN2CCC(Oc3cc(C(=O)NC4CC4)ccc3OC)CC2)c(O)c1	1.4	2.9	4.8	-4.1	2.4	1.4	-8.1	0.7	1.2
Cc1ccc(CNC(=O)CCS(=O)(=O)c2cc3c(cc2Cl)NC(=O)CO3)o1	-0.2	7.7	3.1	0.3	-7.7	0.2	-7.8	2.1	-27.9
COC(=O)c1cc(C(=O)NCc2ccccc2)c(=O)[nH]c1C	-0.3	5.3	12.7	-3.5	-12.0	1.2	-14.4	0.8	-0.6
COc1ccccc1N1CCN(CCCOc2ccc(F)cc2)CC1	-1.2	5.8	0.9	-6.6	7.7	1.2	-2.0	-10.1	1.5
CC(C)CN(CCNC(=O)c1cn(C)c2ccc(S(=O)(=O)N3CCCC3)cc2c1=O)CC(C)C	-1.8	-0.8	3.0	-7.3	-14.4	1.4	-5.5	0.3	-6.4
